# Chronic BCR inh – qHTS Assay to Find Inhibitors of Chronic Active B-Cell Receptor Signaling; ABC-DLBCL IkBa-CBG/CBR reporter, luminescence ratio, 4 h; Potency, µM (highest dose often 46.1 µM), for inactives: top-dose ratio change, negative = lower green/red ratio, actives largely listed as inhibitors; 340,000 compounds, 0.05% hits; AID 493014, 2011; active = well fitted inhibition curve with a large enough effect in the signal ratio, with a control signal flat, not every such curve was filed as active; inconclusive = small, poorly fitted or top-dose-only effect, or effect the other way, or a change in a side signal; the % refers to the signal ratio;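 note: potency is the fitted concentration of half-maximal effect; plate controls were basal doxycycline-induced cells for no effect and cells given 10 µM MG132 for full effect; MG132 reads +100%, hits lower the ratio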
#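 Doxycycline induced both beetle luciferases in TMD8 lymphoma cells; IKK-driven degradation limits the IkappaBalpha-fused green signal, while red luminescence normalises for cell number and nonspecific effects. Compounds tested up to 46 uM, 4 hrs.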
# uPA surface inh – qHTS for Inhibitors of Cell Surface uPA Generation. Potency, µM (top dose mostly 38.3 µM), without a hit: top-dose activity change, negative = inhibition, actives largely listed as inhibitors. AID 540303, 2011. cell surface uPA generation assay, qHTS. 330,000 compounds, 0.31% hits; active = well fitted inhibition curve with a large enough effect; inconclusive = small, poorly fitted or top-dose-only effect; inactive = no such curve, though single readings can be large or run the other way; tested in mouse RAW 264.7 cells; note: potency is the fitted concentration of half-maximal effect; % is set by controls: 0 for no effect and ±100 for the full control effect; nearly all actives have a fitted effect of over 55% in size
# Eya2 inh – qHTS Assay for Inhibitors of the Phosphatase Activity of Eya2; Potency, µM (top dose mostly 76.9 µM), without a hit: at the highest dose activity, negative = inhibition, actives largely listed as inhibitors; recombinant Eya2, OMFP fluorescence dephosphorylation (OMFP is methylfluorescein phosphate); Protein phosphatase EYA2 (Homo sapiens), O00167; 330,000 compounds, 0.006% hits; note: potency is the fitted concentration of half-maximal effect; % is set by controls: 0 for no effect and ±100 for the full control effect
# Target sequence (O00167 whole entry, looked up): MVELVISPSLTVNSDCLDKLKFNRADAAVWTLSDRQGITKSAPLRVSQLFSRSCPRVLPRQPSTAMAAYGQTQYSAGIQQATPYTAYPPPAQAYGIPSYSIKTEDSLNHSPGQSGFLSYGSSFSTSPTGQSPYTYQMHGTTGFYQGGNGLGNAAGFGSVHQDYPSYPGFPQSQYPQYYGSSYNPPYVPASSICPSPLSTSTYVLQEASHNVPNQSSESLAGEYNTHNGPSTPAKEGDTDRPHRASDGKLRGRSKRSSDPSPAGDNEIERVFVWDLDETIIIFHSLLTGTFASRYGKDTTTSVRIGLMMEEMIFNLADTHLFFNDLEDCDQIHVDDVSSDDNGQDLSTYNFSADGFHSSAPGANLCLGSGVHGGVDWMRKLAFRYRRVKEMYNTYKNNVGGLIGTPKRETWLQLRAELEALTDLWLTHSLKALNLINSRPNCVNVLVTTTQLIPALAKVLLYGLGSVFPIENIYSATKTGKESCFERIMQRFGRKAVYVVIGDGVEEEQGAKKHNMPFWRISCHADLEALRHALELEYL
#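 Eya2 (0.2 uM) preincubated 10 min at ambient with compound, then OMFP substrate added at 50 uM; 10 min reaction in 50 mM HEPES pH 7.5, 50 mM NaCl, 5 uM MgCl2, 0.05% BSA, 1 mM DTT. Fluorescence read at Ex 485/Em 525 nm.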
# Tb PFK block – qHTS Assay to Find Inhibitors of T. brucei phosphofructokinase; T. brucei PFK, ADP-Glo luminescence; Potency, µM (top dose mostly 57.5 µM), for the others: at the top dose activity, negative = inhibition, hits mostly inhibitors; 330,000 compounds, 0.17% hits; AID 485367, 2010;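 note: potency is the fitted concentration of half-maximal effect; 0% = uninhibited 1x PFK enzyme wells and -100% = no-enzyme wells; nearly all actives have a fitted effect of over 60% in size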
# Target sequence (O15648 whole entry, looked up): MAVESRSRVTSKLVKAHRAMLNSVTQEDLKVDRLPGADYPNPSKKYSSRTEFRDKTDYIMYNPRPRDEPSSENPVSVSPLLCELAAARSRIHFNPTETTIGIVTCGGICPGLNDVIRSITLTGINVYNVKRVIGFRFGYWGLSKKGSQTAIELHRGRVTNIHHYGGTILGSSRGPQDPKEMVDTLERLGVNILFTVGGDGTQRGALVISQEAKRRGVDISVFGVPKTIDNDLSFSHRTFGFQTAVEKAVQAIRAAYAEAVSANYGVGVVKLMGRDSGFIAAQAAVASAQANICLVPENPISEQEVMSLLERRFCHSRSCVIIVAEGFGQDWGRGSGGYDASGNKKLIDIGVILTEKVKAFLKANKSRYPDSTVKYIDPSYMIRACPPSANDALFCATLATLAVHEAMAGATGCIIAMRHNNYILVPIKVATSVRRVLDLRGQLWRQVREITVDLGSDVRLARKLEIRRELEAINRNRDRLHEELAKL
#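 1.25 nM PFK with 0.5 mM F6P and 0.1 mM ATP in 0.1 M TEA pH 8.0, 5 mM MgCl2, incubated 45 min at room temperature; ADP measured by ADP-Glo luminescence; compounds titrated up to 57 uM.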
# B2AR arrestin – qHTS assay of beta-arrestin-biased ligands of beta2-adrenergic receptor | Potency, µM (highest dose often 46.1 µM), inactives show at the top dose activation, hits mostly activators | 330,000 compounds, 0.02% hits | beta-arrestin recruitment to beta2AR, cell-based reporter | AID 492947, 2010;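 note: potency is the fitted concentration of half-maximal effect; 0% = DMSO controls and full agonism = EC100 isoproterenol or metaproterenol; nearly all actives have a fitted effect of over 65% in size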
# USP2a inh – qHTS Assay for Inhibitors of Ubiquitin-specific Protease USP2a Using CHOP2 as the Reporter | Ubiquitin carboxyl-terminal hydrolase 2 (Homo sapiens), O75604 | Potency, µM (highest dose often 38.3 µM), for the others: at the highest dose activity change, negative = inhibition, usual class: inhibitors | USP2 core, Ub-CHOP2 coupled fluorogenic reporter, 485/531 | 330,000 compounds, 0.01% hits | AID 463254, 2010;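 note: potency is the fitted concentration of half-maximal effect; plate controls were DMSO wells for no effect and full inhibition by NEM control for full effect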
#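 Deubiquitinase activity read as fluorescence (485/531 nm) after Ub-CHOP2 cleavage activates the enterokinase reporter on its substrate; USP2 core 10nM, Ub-CHOP2 and substrate 25nM each, 30min compound preincubation then 60min RT; data normalized to NEM, curves fitted.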
# TSG101-PTAP inh – qHTS Assay for Iinhibitors of HIV-1 Budding by Blocking the Interaction of PTAP/TSG101; Tumor susceptibility gene 101 protein (Homo sapiens), Q99816; Fluorescence polarization, FITC-PTAP peptide / Tsg101 binding; Potency, µM (series often up to 115 µM), without a hit: at the highest dose activity change, negative = inhibition, actives largely listed as inhibitors; 340,000 tested, under 10 active; AID 493005, 2010; active = well fitted inhibition curve with a large enough effect in the main read-out, with a control signal flat, not every such curve was filed as active; inconclusive = small, poorly fitted or top-dose-only effect, or effect the other way, or a change in a side signal; inactive = no such curve, though single readings can be large or run the other way; note: potency is the fitted concentration of half-maximal effect; % of control where 0% means no effect
#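 Fluorescence anisotropy tracks displacement of a FITC-tagged PTAP peptide (50 nM) from the Tsg101 binding domain (10 uM), following a 20 min room-temperature incubation at pH 7.5.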
# ELG1 DNA repair – qHTS screen for small molecules that inhibit ELG1-dependent DNA repair in human embryonic kidney (HEK293T) cells expressing luciferase-tagged ELG1; HEK293T ELG1-luciferase reporter, luminescence, 16 h; DNA damage induced by 5-fluorouridine; Potency, µM (titrated, usually from 46.1 µM), inactives show at the top dose activity change, negative = inhibition, most hits filed as inhibitors; 330,000 compounds, 2.3% hits; note: potency is the fitted concentration of half-maximal effect; % is set by controls: 0 for no effect and ±100 for the full control effect; nearly all actives have a fitted effect of over 55% in size
#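 Cells (2,000 per well) received 5-fluorouridine plus test compound or DMSO and were incubated 16 hr at 37 °C, 5% CO2. Luciferase activity was read by luminescence 30 min after ONE-Glo addition; signal suppression marked inhibition of damage-induced ELG1 function.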
# TSHR antagonist – Antagonists of the Thyroid Stimulating Hormone Receptor: HTS campaign; Thyrotropin receptor (Homo sapiens), P16473; activity change, negative = inhibition, % at 11.5 µM; AID 504810, 2011; 330,000 compounds, 0.2% hits; TSHR-expressing cells, TSH-stimulated cAMP HTRF, 2 h; hits give low values;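 active = activity change below a set negative limit, meaning inhibition stronger than a set level, cut at about -70% in these data; inconclusive = activity change between two set negative limits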; note: % is set by controls: 0 for no effect and ±100 for the full control effect
#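 Cell-based HTRF cAMP assay; TSHR cells + compound, TSH EC80 (4nM final), 2 h, 37 deg C. Lysis with anti-cAMP cryptate and cAMP-d2, 30 min RT, read 665/620 nm.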
# TCR act – Activators of T cell receptors: qHTS campaign. Potency, µM (highest dose often 9.22 µM), without a hit: at the top dose activation of IL-2 secretion, usual class: activators. 330,000 tested, under 10 active. primary human leukocytes, anti-CD3, IL-2 HTRF, 48 h; note: % of control where 0% means no effect
#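 Primary human leukocytes incubated 48 hr with anti-CD3 beads plus compound, without co-stimulation. Secreted IL-2 measured by HTRF (europium cryptate/d2 anti-IL-2 pair, 320 nm excitation, 665 nm emission).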
# Mito fusion act – qHTS Assay for Small Molecule Inhibitors of Mitochondrial Division or Activators of Mitochondrial Fusion; S. cerevisiae fusion-defective mutant growth rescue, CellTiterGlo 48 h; Potency, µM (doses to about 46.1 µM), without a hit: at the top dose growth rescue (activation), actives largely listed as activators; 320,000 compounds, 0.23% hits; AID 485298, 2010;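 note: potency is the fitted concentration of half-maximal effect; % of control where 0% means no effect; nearly all actives have a fitted effect of over 45% in size; temperature-sensitive fusion mutants such as fzo1-1 at 37 °C on non-fermentable ethanol glycerol medium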
#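 Yeast fusion mutant, YPEG (non-fermentable carbon), compound, 48 h at 37C non-permissive; CellTiterGlo added, 10 min RT, luminescence read. Rescued growth = division inhibition.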
# * marks the source's active call; other numbers are inactive results; ? = inconclusive; · = not tested or not shown; [ ] = dose if it differs, or a comment. Unless noted, calls come from the whole dose curve; as a rule, active = well fitted curve in the direction sought with a large enough effect; inconclusive = small, poorly fitted or top-dose-only effect, or another doubt; inactive = no such curve, though single readings can be large; an effect the other way counts as inactive or inconclusive.
SMILES,Chronic BCR inh,uPA surface inh,Eya2 inh,Tb PFK block,B2AR arrestin,USP2a inh,TSG101-PTAP inh,ELG1 DNA repair,TSHR antagonist,TCR act,Mito fusion act
O=C(COc1cccc(NC(=O)c2cccs2)c1)c1ccc(F)cc1,?,3%,0%,7%,0.8%,-4%,-1%,?,-1,-3%[46.1 µM],11%
O=C1CSC(=S)N1c1cccc(O)c1,?,-7%,17%,-1%,-0.7%,1%,-7%,8%,8,3%,10%
CC(=O)c1ccc(S(=O)(=O)NC2CC(=O)N(c3ccc(C)c(C)c3)C2)cc1 (stereo unspecified),1%,2%,1%,1%,0.2%,2%,-1%,1%,-4,-2%,0%
COc1cc(CN(C)C(C)C(=O)Nc2ccc([N+](=O)[O-])cc2Cl)ccc1OC(F)F (stereo unspecified),·,5%,0%,0%,-0.2%,4%,-1%,16µM*,-47,1%[46.1 µM],6%
Cn1c(SCCCC(=O)c2ccccc2)nnc1-c1ccncc1,1%,2%,2%,2%,0.0%,-1%,-4%,13%,-8,-4%,-4%
C=CCOC(=O)C1=C[C@H](c2cn(C(C)=O)c3ccccc23)[C@@H](CCCO)[C@H](OCC)O1,-25%,12%,?,-8%,0.0%,-1%,·,2%,10,-6%,6%
CCOc1ccccc1-c1nc(-c2cc3ccccc3nc2OC)no1,-10%,12%,-5%,-5%,0.2%,2%,-4%,?,-33,-3%,0%
Cc1ccc(S(=O)(=O)NNC(=S)Nc2cccc(C)c2C)cc1,-4%,-10%,?,-13%,3.1%,1%,-5%,-3%,9,5%,0%
COc1cccc(/C=N/NC(=O)c2ccccc2NC(=O)c2ccco2)c1OC,?,-11%,2%,-1%,0.1%,3%,-3%,10%,-1,-3%,1%
Cc1ccc(C(=O)Nc2ccc(S(=O)(=O)Nc3cnc4ccccc4n3)cc2)cc1,1%,5%,9%,0%,0.3%,-1%,-6%,?,-12,-1%,29%
O=C(c1cccc(S(=O)(=O)N2CCCC2)c1)N1CCN(c2ccccc2)CC1,1%,-24%,-1%,0%,-0.4%,2%,·,?,-1,·,-5%
CN(C)CCCN=Cc1c(-c2ccccc2)[nH]n(-c2nc3ccccc3s2)c1=O,-12%,-3%,1%,-28%,-1.0%,2%,-6%,-3%,16,0%,12%
Cc1ccc(C(=O)Nc2nnc(C)s2)o1,?,-16%,-9%,1%,0.0%,3%,-7%,?,-3,-1%,3%
COc1ccc(-c2cn(-c3ccc(C)cc3)c(=O)n2CC(=O)Nc2cccc(F)c2)cc1,?,0%,12%,-2%,-0.3%,0%,8%,-9%,-2,-11%,10%
CCOCC(=O)N1CCN(c2ccc(F)cc2)CC1,4%,1%,7%,-10%,-0.1%,3%,-9%,5%,9,1%,-1%
CCOc1ccccc1C1C(C#N)=C(N)SC(N)=C1C#N,-2%,-2%,6%,16%,-0.1%,0%,-4%,12%,10,-23%,2%
CC(=O)c1c(C)[nH]c(C(=O)OCc2c(F)cccc2Cl)c1C,?,-1%,-18%,1%,0.0%,0%,0%,7.3µM*,-20,-4%,-2%
CCCc1nc(N)nc2c1C(=O)CC(C)(C)C2,?,-6%,-1%,3%,0.2%,1%,-1%,3%,0,-3%,0%
O=C(CN(Cc1ccc(Cl)cc1)C(=O)CN1C(=O)COc2ccccc21)NC1CCCC1,-3%,0%,-17%,-2%,0.3%,0%,0%,-10%,-2,-1%,11%
NNC(=O)c1cncn1-c1ccc(F)cc1,-2%,-10%,-3%,4%,0.1%,0%,-1%,0%,-3,3%,0%
COc1ccc(NC(C)=O)cc1S(=O)(=O)NC(Cc1ccccc1)C(=O)O (stereo unspecified),2%,-10%,5%,17%,-0.4%,9%,-2%,8%,7,-5%,9%
O=C(COC(=O)/C=C/c1ccco1)NCc1ccc2c(c1)OCO2,-12%,-8%,-1%,-28%,0.2%,-1%,0%,-8%,-10,5%,10%
CCCCc1cc(=O)oc2cc(C)cc(OCC(=O)NCc3cccnc3)c12,-12%,6%,8%,-4%,0.4%,-1%,-1%,-1%,1,3%,3%
CCN(CC)C(=O)COc1c(-c2ccco2)oc2ccccc2c1=O,1%,-5%,-1%,-3%,-0.5%,0%,1%,?,3,·,4%
Cc1ccc(S(=O)(=O)NC(CC(C)C)C(=O)NCc2ccco2)cc1 (stereo unspecified),1%,·,7%,-1%,-0.2%,3%,-2%,0%,-7,-3%,0%
CCc1c(C)c(C#N)c2nc3ccccc3n2c1NCc1ccco1,?,7%,3%,0%,0.3%,-1%,-2%,?,-4,4%,5%
O=C(N/N=C/c1cn(-c2ccccc2)nc1-c1ccc2c(c1)OCCO2)c1ccncc1,?,0%,10%,2%,0.8%,11%,6%,?,-13,2%,-4%
CCn1nnnc1SCC(=O)N1c2ccccc2CCc2ccccc21,1%,3%,8%,-11%,0.0%,4%,-2%,-5%,-5,-1%,-2%
Cc1ccc(Nc2nnc(SCC(=O)Nc3cc(C(=O)O)ccc3C)s2)c(C)c1,-1%,-17%,15%,0%,0.2%,-1%,-6%,2%,-5,1%,1%
CCc1cccc(C)c1NC(=O)c1ccc2nc(N3CCOCC3)sc2c1,-5%,-8%,4%,1%,0.3%,-1%,-3%,0%,12,8%,-1%

# Some of the entries so far, as labelled records.
O=C(N/N=C/c1cn(-c2ccccc2)nc1-c1ccc2c(c1)OCCO2)c1ccncc1
- Chronic BCR inh: ?
- uPA surface inh: 0%
- Eya2 inh: 10%
- Tb PFK block: 2%
- B2AR arrestin: 0.8%
- USP2a inh: 11%
- TSG101-PTAP inh: 6%
- ELG1 DNA repair: ?
- TSHR antagonist: -13
- TCR act: 2%
- Mito fusion act: -4%
CCn1nnnc1SCC(=O)N1c2ccccc2CCc2ccccc21
- Chronic BCR inh: 1%
- uPA surface inh: 3%
- Eya2 inh: 8%
- Tb PFK block: -11%
- B2AR arrestin: 0.0%
- USP2a inh: 4%
- TSG101-PTAP inh: -2%
- ELG1 DNA repair: -5%
- TSHR antagonist: -5
- TCR act: -1%
- Mito fusion act: -2%

# Other compounds.
SMILES,Chronic BCR inh,uPA surface inh,Eya2 inh,Tb PFK block,B2AR arrestin,USP2a inh,TSG101-PTAP inh,ELG1 DNA repair,TSHR antagonist,TCR act,Mito fusion act
Cc1cc(C)cc(N(CC(=O)NC2CCCC2)C(=O)CCC(=O)Nc2cc(C)on2)c1,4%,·,-7%,0%,-0.2%,1%,0%,3%,5,3%,1%
Cc1cc(C)c(C#N)c(SCC(=O)c2cc(C)n(CCc3ccccc3)c2C)n1,14%,6%,18%,0%,-0.9%,-1%,-6%,-26%,14,1%,2%
Cc1cnc(C(=O)OCC(=O)NC(C)C)cn1,0%,·,5%,5%,0.2%,2%,-10%,19%,1,0%,0%
O=C(CSc1nnc(NC(=O)C2CCC2)s1)Nc1ccccc1F,2%,10%,-2%,-10%,-1.0%,10%,-3%,8%,-6,0%,-3%
O=C(COc1ccccc1Cc1ccccc1)NCCCN1CCOCC1,-3%,0%,8%,5%,-1.0%,-1%,-3%,1%,9,-3%,1%
Fc1ccccc1COc1ccc(Br)cc1CNCc1ccncc1,?,0%,-31%,0%,0.0%,-9%,-9%,?,·,1%,?
Cc1cccc(C2c3[nH]c4ccccc4c3CCN2C(=O)c2cc(CC(C)C)[nH]c(=O)n2)n1 (stereo unspecified),-2%,-3%,0%,-1%,3.0%,2%,-4%,-1%,1,-3%,-2%

# High-throughput results: PubChem, National Center for Advancing Translational Sciences (NCATS)
